Compound activity: PubChem, National Center for Advancing Translational Sciences (NCATS)
Menin MLL FP TR = menin-MLL binding inhibition, Texas Red mutant peptide; Menin + Texas Red MLL mutant peptide, fluorescence polarization; 0.23% of 270,000 active; O00255; Potency, µM (top dose mostly 61.6 µM), for inactives: at the highest dose FP activity change, negative = inhibition, actives largely listed as inhibitors; AID 1768; active = well fitted inhibition curve with a large enough effect in the polarisation, with a control signal flat, not every such curve was filed as active; inconclusive = small, poorly fitted or top-dose-only effect, or effect the other way, or a change in a side signal; inactive = no such curve, though single readings can be large or run the other way; the % refers to the polarisation; also: potency is read from the fitted curve at half-maximal effect; % of control where 0% means no effect; many of its hits are not listed in these tables
Target sequence (O00255 whole entry, looked up): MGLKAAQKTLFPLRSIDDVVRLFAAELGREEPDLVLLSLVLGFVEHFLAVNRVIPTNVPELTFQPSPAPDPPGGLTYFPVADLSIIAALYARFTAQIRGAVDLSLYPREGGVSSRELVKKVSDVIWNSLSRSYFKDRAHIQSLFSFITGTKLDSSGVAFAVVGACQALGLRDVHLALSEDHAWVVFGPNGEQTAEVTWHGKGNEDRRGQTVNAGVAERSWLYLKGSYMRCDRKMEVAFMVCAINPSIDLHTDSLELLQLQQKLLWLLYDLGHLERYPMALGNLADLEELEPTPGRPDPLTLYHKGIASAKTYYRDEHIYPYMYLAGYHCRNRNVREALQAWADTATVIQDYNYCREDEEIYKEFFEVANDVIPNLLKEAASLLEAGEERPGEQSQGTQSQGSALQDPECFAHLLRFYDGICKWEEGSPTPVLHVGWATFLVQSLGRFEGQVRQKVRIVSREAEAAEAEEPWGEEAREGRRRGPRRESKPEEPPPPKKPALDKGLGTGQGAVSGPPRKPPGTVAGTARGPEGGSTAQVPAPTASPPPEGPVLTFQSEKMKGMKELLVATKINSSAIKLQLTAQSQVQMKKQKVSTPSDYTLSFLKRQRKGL
Tb PFK inh = blocks T. brucei phosphofructokinase | 0.17% of 330,000 active | O15648 | Potency, µM (highest dose often 57.5 µM), for the others: at the highest dose activity, negative = inhibition, most hits filed as inhibitors | T. brucei PFK, ADP-Glo luminescence;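 also: potency is read from the fitted curve at half-maximal effect; 0% = uninhibited 1x PFK enzyme wells and -100% = no-enzyme wells; nearly all actives have a fitted effect of over 60% in size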
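Luminescent ADP detection (ADP-Glo, two-step: ATP depletion then ADP-to-ATP conversion for luciferase) reported PFK activity after 45 min room-temperature reaction of 1.25 nM enzyme with 0.5 mM F6P and 0.1 mM ATP at pH 8.0.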
GALK inh = blocks human galactokinase activity; Purified GALK, Kinase-Glo residual ATP luminescence; 0.007% of 270,000 active; AID 1868; Potency, µM (titrated, usually from 57.5 µM), for the others: at the highest dose activity change, negative = inhibition, actives largely listed as inhibitors; also: potency is read from the fitted curve at half-maximal effect; % is scaled to controls: 0 for no effect and ±100 for the full control effect
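Compounds were pin-transferred into ATP buffer (35 uM final), then GALK plus galactose (5 nM, 100 uM final) was added. After 1 h at room temperature, Kinase-Glo Plus was added and luminescence read after 10 min.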
Giardia killer = Giardia lamblia killing; Giardia lamblia trophozoite viability; activity change, % at 7.66 µM, hits read low; 0.15% of 340,000 active; in the data active = activity change below about -80%; inconclusive = between about -30% and that limit;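 also: parasites exposed to compound for two days anaerobically before the ATP read; % is scaled to controls: 0 for no effect and ±100 for the full control effect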
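Trophozoites 100 cells/well + cpd; 48 hrs, 37 deg C, anaerobic. ATPLite 1-Step added, 15-30 min RT, luminescence read (ATP-based viability).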
Integrin act MD = activators of alpha7 integrin expression for muscular dystrophy; alpha7betagal myoblasts, beta-gal FDG fluorescence, 48 h; Potency, µM (titrated, usually from 38.3 µM), without a hit: at the top dose activation, usual class: activators; 0.064% of 350,000 active; AID 624291;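 also: potency is read from the fitted curve at half-maximal effect; 100% = response of the positive control SU9516; nearly all actives have a fitted effect of over 60% in size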
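alpha7betagal+/- myoblasts (passage 13, 250/well) treated 48 h at 37C with compounds at 1:260 dilution of DMSO stock. Lysed, then beta-galactosidase activity read as FDG fluorescence (ex 480/em 540) after 30 min, with pre-read for autofluorescence.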
Coupling enz = counter-screen for Giardia aldolase inhibitors: coupling enzyme system | coupling enzyme system counterscreen, AmpLite Red fluorescence | activity change, negative = inhibition, % at 58.2 µM, hits read low | 0.67% of 290,000 active | AID 2472; in the data active = activity change below about -30%; also: % is scaled to controls: 0 for no effect and ±100 for the full control effect
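Activity here indicates interference with the coupling reaction, not aldolase inhibition. Compounds at 57.5 uM final met coupling enzymes for 10 min at RT; substrate and AmpLite Red detection followed, with a 525/598 nm fluorescence read after 20 min.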
B2AR arrestin = beta2AR (human) beta-arrestin recruitment activity | P07550 | beta-arrestin recruitment to beta2AR, cell-based reporter | Potency, µM (doses to about 46.1 µM), inactives show at the highest dose activation, usual class: activators | 0.02% of 330,000 active | AID 492947;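 also: potency is read from the fitted curve at half-maximal effect; 0% = DMSO controls and full agonism = EC100 isoproterenol or metaproterenol; nearly all actives have a fitted effect of over 65% in size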
PTAP TSG101 blk = blocks PTAP/TSG101 interaction to inhibit HIV-1 budding | Q99816 | Fluorescence polarization, FITC-PTAP peptide / Tsg101 binding | Potency, µM (titrated, usually from 115 µM), without a hit: at the highest dose activity change, negative = inhibition, actives largely listed as inhibitors | 340,000 tested, under 10 active | AID 493005; active = well fitted inhibition curve with a large enough effect in the main read-out, with a control signal flat, not every such curve was filed as active; inconclusive = small, poorly fitted or top-dose-only effect, or effect the other way, or a change in a side signal; inactive = no such curve, though single readings can be large or run the other way; also: potency is read from the fitted curve at half-maximal effect; % of control where 0% means no effect
Target sequence (Q99816 whole entry, looked up): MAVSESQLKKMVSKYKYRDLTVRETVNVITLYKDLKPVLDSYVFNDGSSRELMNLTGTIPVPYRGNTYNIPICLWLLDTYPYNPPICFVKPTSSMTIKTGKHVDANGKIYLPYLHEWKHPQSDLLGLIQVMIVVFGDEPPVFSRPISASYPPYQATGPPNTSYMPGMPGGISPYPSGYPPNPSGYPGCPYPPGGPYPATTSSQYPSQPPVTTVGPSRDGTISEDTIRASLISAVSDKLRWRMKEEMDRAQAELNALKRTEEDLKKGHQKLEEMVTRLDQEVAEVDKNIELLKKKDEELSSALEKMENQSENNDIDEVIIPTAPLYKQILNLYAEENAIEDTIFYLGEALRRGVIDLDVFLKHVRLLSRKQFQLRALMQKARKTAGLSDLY
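Steps: Tsg101 binding domain dispensed (10 uM final), compounds pinned in DMSO, FITC-labeled PTAP-motif peptide added (50 nM final); after 20 min binding at room temperature, polarization measured.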
S-ASM inh = blocks human secretory acid sphingomyelinase; placental ASM, HMU-PC fluorogenic substrate, 60 min; 0.006% of 340,000 active; AID 504937; P17405; Potency, µM (doses to about 57.5 µM), for inactives: at the top dose activity change, negative = inhibition, actives largely listed as inhibitors; also: potency is read from the fitted curve at half-maximal effect
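Steps: dispense placental human ASM, pin compound, wait 10 min at room temperature, add HMU-PC0 substrate at 9 uM final, incubate 60 min at 37 °C, add stop solution raising pH to 10, read fluorescence.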
BCR signal inh = chronic active BCR signaling inhibition; ABC-DLBCL IkBa-CBG/CBR reporter, luminescence ratio, 4 h; Potency, µM (top dose mostly 46.1 µM), for inactives: at the highest dose ratio change, negative = lower green/red ratio, hits mostly inhibitors; 0.05% of 340,000 active; active = well fitted inhibition curve with a large enough effect in the signal ratio, with a control signal flat, not every such curve was filed as active; inconclusive = small, poorly fitted or top-dose-only effect, or effect the other way, or a change in a side signal; the % refers to the signal ratio;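 also: potency is read from the fitted curve at half-maximal effect; plate controls were basal doxycycline-induced cells for no effect and cells given 10 µM MG132 for full effect; MG132 reads +100%, hits lower the ratio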
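Doxycycline induced both beetle luciferases in TMD8 lymphoma cells; IKK-driven degradation limits the IkappaBalpha-fused green signal, while red luminescence normalises for cell number and nonspecific effects. Compounds tested up to 46 uM, 4 hrs.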
PKM2 act = increases activity of human pyruvate kinase M2. P14618. purified PKM2, Kinase-Glo ATP luminescence, activation; response scale: 0% is enzyme alone, no compound. Potency, µM (doses to about 57.5 µM), for inactives: at the highest dose activation, actives largely listed as activators. 0.34% of 260,000 active. AID 1631; also: potency is read from the fitted curve at half-maximal effect; % is scaled to controls: 0 for no effect and ±100 for the full control effect; nearly all actives have a fitted effect of over 55% in size
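ATP formation by purified human PK-M2, quantified via coupled luciferase luminescence after 1 h at room temperature with 0.1 mM ADP and 0.5 mM PEP final.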
Starred values were filed as active, the others as inactive; ? = inconclusive; . = no result given; [ ] = another dose, or the depositor's remark. Unless noted, calls follow the shape of the dose curve; as a rule, active = well fitted curve in the direction sought with a large enough effect; inconclusive = small, poorly fitted or top-dose-only effect, or another doubt; inactive = no such curve, though single readings can be large; an effect the other way counts as inactive or inconclusive.

Every second line gives: Menin MLL FP TR, Tb PFK inh, GALK inh, Giardia killer, Integrin act MD, Coupling enz, B2AR arrestin, PTAP TSG101 blk, S-ASM inh, BCR signal inh, PKM2 act
CC1(c2cnc(Nc3ccccc3)s2)CCC(=O)O1 (stereo not drawn)
→ 4%, ., 1%, 5, -16%, 0, ., 0%, -1%, ., 4%
Cc1ccc(N2CCN(/N=C/C(Cl)=C/c3ccccc3)CC2)cc1
→ 10%, -5%, 2%, -21, 4%, 3, 0.3%, -1%, 0%, 1%, -1%
Clc1cccc(Cl)c1-c1noc(CN2CCOCC2)n1
→ ., 5%, -2%, -8, -23%, 0, -0.2%, -5%, -2%, ?, 4%
N/C(=N\OS(=O)(=O)c1ccc(Cl)cc1)c1cccnc1
→ ?, 3%, 0%, 13, 1%, 6, 0.0%, 1%, 5%, 4%, -11%
Cc1ccc(-n2cc(CNC(C)Cn3cncn3)c(-c3ccc(F)cc3)n2)cc1 (stereo not drawn)
→ 1%, -21%, 4%, 1, -52%[inhibitor], 7, 0.0%, 1%, -2%, ?, 0%
Cc1ccc(SCCNS(=O)(=O)c2ccc(F)cc2)cc1
→ 7%, -12%, 0%, 17, 25%, -2, 0.0%, -3%, -1%, -20%, -5%
CCCS(=O)(=O)n1nc(-c2ccc(Br)cc2)cc1N
→ ?, 0%, 0%, 6, -24%, -2, -0.1%, -1%, -4%, ?, 8%
O=c1oc2ccccc2c(Nc2ccc(F)cc2)c1[N+](=O)[O-]
→ 23%, -4%, 6%, 3, 5%, 0, 0.5%, 0%, -5%, -15%, -14%
COc1cc(NC(=O)c2cc(C)no2)c(OC)cc1Cl
→ 18%, -11%, 1%, 4, ?, 0, 0.3%, -4%, 3%, 1%, .
Cc1ccc(C)c(Oc2nnnn2-c2ccccc2)c1
→ -10%, 18%, -1%, -14, -16%, 3, -0.2%, 0%, -1%, -12%, -2%
CCO[C@H]1OC(C(=O)NCc2nc3ccccc3[nH]2)=C[C@@H](c2ccccc2)[C@@H]1CCCO
→ 2%, -1%, 2%, -10, -3%, 13, -0.6%, 0%, 4%, 6%, -1%
Cc1ccc(Sc2ccc(CO)cc2[N+](=O)[O-])cc1
→ 21%, -3%, 7%, -8, -10%, 1, 0.0%, 0%, 3%, -2%, -12%
CCCC(=O)N1c2ccccc2C(N(C(C)=O)c2ccccc2)CC1C (stereo not drawn)
→ -11%, -1%, ., 10, 1%, 1, 0.0%, -1%, 9%, 3%, -5%
CCCCN(C)CCn1c(=S)[nH]c2ccc(N3CCOCC3)cc2c1=O
→ -11%, -17%, 1%, -11, 23%[7.66 µM], 0, -0.3%, -1%, 35%[activator], 3%, -13%
COc1ccc(N=c2scc(-c3ccc(OC)cc3)n2CCO)cc1
→ 4%, 0%, -2%, 1, -44%, -4, -1.0%, -5%, 0%, -35%, 0%

Two entries drawn at random from those above:
Every second line gives: Menin MLL FP TR, Tb PFK inh, GALK inh, Giardia killer, Integrin act MD, Coupling enz, B2AR arrestin, PTAP TSG101 blk, S-ASM inh, BCR signal inh, PKM2 act
Cc1ccc(SCCNS(=O)(=O)c2ccc(F)cc2)cc1
→ 7%, -12%, 0%, 17, 25%, -2, 0.0%, -3%, -1%, -20%, -5%
CCO[C@H]1OC(C(=O)NCc2nc3ccccc3[nH]2)=C[C@@H](c2ccccc2)[C@@H]1CCCO
→ 2%, -1%, 2%, -10, -3%, 13, -0.6%, 0%, 4%, 6%, -1%

Back to the main list, starting five compounds before the break.
Every second line gives: Menin MLL FP TR, Tb PFK inh, GALK inh, Giardia killer, Integrin act MD, Coupling enz, B2AR arrestin, PTAP TSG101 blk, S-ASM inh, BCR signal inh, PKM2 act
CCO[C@H]1OC(C(=O)NCc2nc3ccccc3[nH]2)=C[C@@H](c2ccccc2)[C@@H]1CCCO
→ 2%, -1%, 2%, -10, -3%, 13, -0.6%, 0%, 4%, 6%, -1%
Cc1ccc(Sc2ccc(CO)cc2[N+](=O)[O-])cc1
→ 21%, -3%, 7%, -8, -10%, 1, 0.0%, 0%, 3%, -2%, -12%
CCCC(=O)N1c2ccccc2C(N(C(C)=O)c2ccccc2)CC1C (stereo not drawn)
→ -11%, -1%, ., 10, 1%, 1, 0.0%, -1%, 9%, 3%, -5%
CCCCN(C)CCn1c(=S)[nH]c2ccc(N3CCOCC3)cc2c1=O
→ -11%, -17%, 1%, -11, 23%[7.66 µM], 0, -0.3%, -1%, 35%[activator], 3%, -13%
COc1ccc(N=c2scc(-c3ccc(OC)cc3)n2CCO)cc1
→ 4%, 0%, -2%, 1, -44%, -4, -1.0%, -5%, 0%, -35%, 0%
O=C1CSC(=S)N1CC1CCCO1 (stereo not drawn)
→ ?, 3%, 2%, 4, -43%, -7, -0.5%, -10%, 3%, -1%, 0%
O=[N+]([O-])c1ccc2c(c1)nnn2-c1ccccc1
→ -1%, 1%, 4%, 31[activator], 4%, -2, -0.8%, 3%, 0%, ?, -2%[11.5 µM]
COc1ccc2ccccc2c1CNC(C)c1ccccc1 (stereo not drawn)
→ -19%, 2%, 2%, 27, -75%[inhibitor], 0, -0.3%, -2%, -11%, -4%, 3%
Cc1ccc(/C=N/NC(=O)CNC(=O)c2ccc(C)c([N+](=O)[O-])c2)o1
→ 9%, -5%, -1%, 6, 0%, -1, -0.3%, -11%, -1%, 0%, 3%
CC(C)COc1ccc(C(=O)OCC(=O)N(C)CC(=O)Nc2ccc(F)cc2)cc1
→ ., -3%, ., -13, 10%, ., -0.6%, 1%, -2%, 3%, .
Cn1nc(-c2ccc(Cl)cc2)c2cc(C(=O)N3CCOCC3)sc21
→ 8%, 3%, 3%, -11, -32%, -1, 0.1%, -4%, -2%, -17%, -11%
CCC1=NN(C(=O)C(=O)Nc2ccccc2OC)C(O)(C(F)(F)F)C1 (stereo not drawn)
→ 25%, 1%, 1%, -1, -17%, 1, -0.1%, -1%, 5%, ?, 0%
COc1cccc(-n2nnc3c(=O)n(CC(=O)N4CCC(C)CC4)cnc32)c1
→ 4%, 1%, 2%, -2, -11%, 2, -0.4%, -4%, -3%, 7%, -2%
O=C(CN(c1ccc(Cl)c(C(F)(F)F)c1)S(=O)(=O)c1ccccc1)N1CCOCC1
→ -3%, -3%, -2%, 7, 29%, -4, -0.3%, -5%, 0%, 2%, -4%
CSc1nc(N)c(NC(=O)c2ccc(Br)o2)c(=O)[nH]1
→ ., 0%, -6%, 9, 16%, ., 0.5%, -3%, 2%, 5%, 0%
Cc1ccc(Cl)cc1N1CCN(C(=O)Cc2cn(C)c3ccccc23)CC1
→ -12%, 5%, 1%, 3, -23%, 0, 0.3%, -3%, -16%, ?, -2%
O=C(c1ccc(NC(=O)C(c2ccccc2)c2ccccc2)cc1)c1ccc(C(=O)O)c(C(=O)O)c1
→ 22%, -3%, -2%, -17, 22%, 1, -1.0%, -2%, 10%, 1%, -3%
Cc1ccc(N2C(=O)NC(NS(=O)(=O)c3ccccc3)(C(F)(F)F)C2=O)cc1 (stereo not drawn)
→ 6%, 0%, 0%, 15, -10%, 1, -0.1%, -4%, 0%, -1%, -7%
COc1ccc(Cn2c(=N)c(C(=O)NC3CCCCC3)cc3c(=O)n4ccccc4nc32)cc1
→ ., -2%, 4%, 13, 5%, ., -0.1%, 0%, 434%[activator], 5%, .
Cc1cc(C)cc(C(=O)NCCC(=O)N2CCC3(CC2)NCCc2[nH]cnc23)c1
→ ., 0%, -7%, 8, 0%, ., -0.3%, 0%, 3%, 1%, .
COc1ccc(NC(=S)N(CCc2c(C)[nH]c3ccc(C)cc23)Cc2ccco2)cc1
→ ?, -3%, ., -26, -24%, 1, -0.2%, 1%, -13%, ?, 0%
Cc1ccc(S(=O)(=O)N2CCCCC2C(=O)N2CCN(Cc3ccccc3)CC2)cc1 (stereo not drawn)
→ ?, 6%, 2%, 7, -32%[inhibitor], 0, -0.2%, 0%, 3%, 5%, 3%
Cc1ccc(OC(=O)c2cc(C)nn2C(C)(C)C)cc1
→ ., 1%, 2%, -13, -6%, 1, 0.0%, -5%, -1%, -6%, -2%
Cc1ccc(N(C)C(=O)N2CCN(S(=O)(=O)c3ccc4ccccc4c3)CC2)cc1
→ 0%, 2%, 4%, -14, 7%, -2, 0.8%, -1%, -4%, -21%, 29%
O=C(Nc1ccc(S(=O)(=O)NCCc2ccccc2)cc1)c1ccco1
→ ?, -1%, -1%, 26, 3%, 1, 0.5%, -9%, -4%, 1%, 2%

Not all compounds are listed. The share of hits here may be higher or lower than overall.
